# HIV peptide binding – cell-free HIV fusion peptide-binding blockers – biochemical, uHTS, fluorescence dequenching, primary screen (AID 1986) | inhibition, % at 20 µM, or IC50 in µM where a hit was titrated | hit rate 0.3% among 290,000 | cell-free peptide binding, fluorescence dequenching, 30 min; higher % means a stronger effect; in the data active = inhibition mostly above about 52%, no sharp cut-off; inactive = mostly below about 76%; also: some results filed as inactive read as strong as hits
# KOR beta-arrestin-1 – kappa opioid receptor blockers – cell-based, luminescence, uHTS (AID 1778) | KOR beta-arrestin recruitment, luminescence, antagonist mode; higher % means a stronger effect | one-dose inhibition, % at 10 µM; IC50 in µM for titrated hits | hit rate 0.091% among 290,000; in the data active = inhibition above about 50%; also: strong numbers were not always called active
# West Nile antiviral – inhibition of WNV-induced cytopathic effect – cell-based, CPE readout (AID 1621). one-dose CPE inhibition, % at 10 µM; IC50 in µM for titrated hits. hit rate 0.02% among 290,000. West Nile virus-infected cells, CPE inhibition; higher % means a stronger effect; in the data active = a potency from the dose series; inconclusive = CPE inhibition mostly from about 3.7% at the one dose, without a potency; inactive = the rest, 99 in 100 with CPE inhibition below about 2.2%; also: strong numbers were not always called active
# KOR beta-arrestin-2 – kappa opioid receptor activators – cell-based, luminescence, uHTS, primary screen (AID 1777); activation, % at 10 µM, or EC50 in µM where a hit was titrated; hit rate 0.02% among 280,000; KOR beta-arrestin recruitment, luminescence; higher % means a stronger effect; in the data active = activation above about 50%, passing the limit was not always enough; also: a part of the inactive calls stands beside numbers as strong as those of hits
# GPR55 beta-arrestin – GPR55 agonists via beta-arrestin recruitment, primary screen, imaging, U2OS cells, beta-arrestin-GFP redistribution (AID 1961). U2OS GPR55 beta-arrestin-GFP redistribution imaging; higher % means a stronger effect. hit rate 0.048% among 290,000. one-dose activation, % at 10 µM; EC50 in µM for titrated hits;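 active = activation above 40% with more than 50 cells counted in the well; inconclusive = wells holding fewer than 50 cells, flagged as toxic or sparse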;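 also: U2OS osteosarcoma cells stably expressing GPR55 and beta-arrestin-GFP; plate controls were DMSO negative control for no effect and LPI positive control for full effect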
# NS5 inhibitors – Dengue-2 NS5 methyltransferase inhibitors, primary screen, biochemical, confirmation dose response (AID 588689); Dengue-2 NS5 methyltransferase capping enzyme assay, biochemical; higher % means a stronger effect; inhibition, % at 25 µM; hits with a dose series show IC50 in µM; hit rate 0.3% among 340,000; in the data active = a potency from the dose series; inconclusive = inhibition above about 29% without an active follow-up result
# GPR55 antagonists – GPR55 antagonists blocking LPI-driven arrestin recruitment, primary screen, imaging, U2OS, beta-arrestin-GFP, LPI agonist (AID 2013); U2OS GPR55 beta-arrestin-GFP translocation imaging, LPI antagonism; higher % means a stronger effect; inhibition, % at 10 µM, or IC50 in µM where a hit was titrated; hit rate 0.13% among 290,000;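 active = spots per cell inhibited over 60%, with over 100 cells counted and total cytoplasm intensity under 500,000; inconclusive = wells with under 100 cells, flagged as likely toxic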;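 also: U2OS cells stably carrying GPR55 and arrestin-GFP stimulated by 5 µM LPI near EC80; imaged beta-arrestin-GFP aggregate spots per cell after agonist stimulation; plate controls were LPI-stimulated DMSO wells for no effect and DMSO wells without LPI for full effect; some results filed as inactive read as strong as hits; confirmed hits need IC50 under 10 µM and bright autofluorescent wells are also inconclusive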
# GPR35 arrestin U2OS – GPR35 antagonists blocking zaprinast-driven arrestin recruitment, primary screen, imaging, U2OS, beta-arrestin-GFP, zaprinast agonist (AID 2058) | U2OS GPR35 beta-arrestin-GFP translocation imaging, zaprinast antagonism; higher % means a stronger effect | inhibition, % at 10 µM, or IC50 in µM where a hit was titrated | hit rate 0.052% among 290,000;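 active = inhibition of at least 50% with at least 30 cells and total cytoplasm GFP at most 10,000,000; inconclusive = under 30 cells or total GFP of 10,000,000 plus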
# NOD1 inhibition – NOD1 signaling inhibitors, primary screen, cell-based, luminescence, uHTS (AID 1578). NOD1-driven NF-kB luciferase reporter cells, luminescence; higher % means a stronger effect. one-dose inhibition, % at 4 µM; EC50 in µM for titrated hits. hit rate 1% among 290,000; in the data active = inhibition mostly above about 36%, no sharp cut-off; inactive = mostly below about 34%;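 also: HEK-293T reporter cells stimulated with the NOD1 agonist gamma-tri-DAP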
# NS5 inhibitors pilot replicate – further read-out of NS5 inhibitors, marked with its call; inhibition, %; measured here: pilot screen replicate inhibition
# * hit, by the source's call; ? = inconclusive; nt = not tested or not shown; [ ] = remark or other dose. This is a subset; the hit share may differ from the screen's.
SMILES,HIV peptide binding,KOR beta-arrestin-1,West Nile antiviral,KOR beta-arrestin-2,GPR55 beta-arrestin,NS5 inhibitors,GPR55 antagonists,GPR35 arrestin U2OS,NOD1 inhibition,others
CC(C)NS(=O)(=O)c1ccc(OCC(=O)NCCC2=CCCCC2)cc1,-0.5%,-18%,-0.6%,-1.1%,-0.1%,-3%,0%,7%,2%,
CN(Cc1ccc(F)cc1)C(=O)C(c1ccccc1)c1ccccc1,0.0%,-13%,-1.1%,5.0%,0.1%,0%,-4%,6%,-12%,
CCC(C)NC(=O)C1CCN(S(=O)(=O)CC)CC1 (stereo unspecified),4.6%,14%,1.4%,-3.7%,0.0%,-1%,16%,14%,-12%,
CCOc1ccc(C(=O)NCC(=O)OCc2ccc(F)cc2Cl)cc1,0.5%,-19%,0.7%,-6.0%,0.1%,-1%,-5%,-2%,-12%,
CC(=O)Nc1nc2cc3c(cc2s1)OCCO3,-0.4%,-12%[20 µM],0.5%,-2.1%,0.0%,-3%,11%,3%,-24%,
COc1ccc(C(=O)NCc2nnc(SCC(=O)N3CCOCC3)o2)cc1OC,-0.5%,2%,0.1%,2.3%,0.7%,-6%,8%,2%,-26%,
CCOc1ccc(CNc2ncc(-c3ccccc3)n2C)cc1,0.0%,-37%[20 µM],-0.1%,-0.7%,1.0%,2%,-2%,-12%,-11%,NS5 inhibitors pilot replicate=2.1
Cc1ccc(-c2nc(CN(C)C)cc(CN(C)C)c2O)cc1,-1.5%,12%,-0.4%,-1.8%,-0.1%,-3%,11%,0%,4%,
CCCN(CC1CC1)C(=O)COC(=O)c1ccc(CNS(=O)(=O)c2ccc(F)c(Cl)c2)cc1,-0.6%,-58%,0.1%,1.5%,1.0%,-2%,1%,-17%,-13%,
CCCCC(=O)Nc1ccc(C(=O)Nc2nnc(COC)s2)cc1,-0.2%,16%,0.1%,-3.2%,-0.1%,-3%,0%,-10%,-20%,
COc1ccc(CNC(=O)c2c(-c3c(F)cccc3Cl)noc2C)cc1,-0.7%,-11%,-1.1%,-2.0%,-0.3%,-5%,6%,-3%,-12%,
Cc1ccc(CNC(=O)C2CC(c3ccccc3C(F)(F)F)=NO2)cc1 (stereo unspecified),0.9%,20%,-0.9%,1.3%,-0.1%,-8%,-7%,-11%,-6%,
O=C(NCC1COc2ccccc2O1)c1cccs1 (stereo unspecified),-0.4%,-28%,-0.3%,0.7%,1.0%,-1%,-1%,-21%,-31%,
Cc1ccc(S(=O)(=O)N2CCC(=O)N(C(COC(=O)Nc3ccccc3)Cc3ccccc3)CC2)cc1 (stereo unspecified),1.5%,-10%,-0.6%,3.6%,-0.1%,-2%,11%,-16%,-20%,
Cc1nnc(NC(=O)CSc2nnc(Cc3ccccc3)n2-c2ccccc2)s1,1.0%,19%,0.1%,-3.4%,0.0%,-6%,7%,-1%,-7%,
CC1CCC(C(C)C)C(OC(=O)Cn2c(-c3ccc(Cl)cc3)[n+](C)c3ccccc32)C1 (stereo unspecified),-1.2%,26%,0.0%,0.6%,nt,-5%,11%,-13%,-4%,
O=C(CSc1ccc(Br)cc1)NCC1CCCO1 (stereo unspecified),0.7%,16%,-0.4%,-3.7%,0.2%,-3%,12%,9%,-46%,
COc1ccccc1NC(=O)NC1CCCc2ccccc21 (stereo unspecified),1.0%,0%,-0.7%,-0.9%,0.0%,-3%,-3%,3%,-19%,
COC(=O)c1cccc(NC(=S)NCc2ccco2)c1,-1.2%,-51%[20 µM],-0.4%,0.4%,0.5%,-15%,-14%,-16%,-23%,
CC(C)(/C=N/O)/[N+]([O-])=C/c1ccco1,1.0%,-14%,-0.2%,-1.8%,-0.3%,-5%,-36%,8%,-4%,
CCCC(NCC(O)COc1ccc(-c2ccccc2)cc1)c1ccccc1 (stereo unspecified),-0.9%,-52%,?,3.5%,1.1%,-16%,11%,6%,-20%,
COc1ccc(Cl)cc1-c1nc(-c2ccc(Br)o2)no1,1.0%,18%,nt,-1.0%,-0.2%,-2%,-3%,6%,-63%,
COc1ccc2[nH]c3nc(SCc4nnc(-c5ccc(C)cc5)o4)nnc3c2c1,-4.6%,-7%,13%,2.0%,-0.2%,0%,-2%,-20%,-40%,
CCOC(=O)CSCC(=O)Nc1c(C(=O)C2CC2)oc2ccccc12,-0.1%,41%,-0.1%,5.0%,-0.4%,-7%,2%,12%,-22%,
CCN(CC)C(=O)c1[nH]cnc1C(=O)NCC(=O)OC(C)(C)C,-0.1%,-23%[20 µM],-0.5%,1.2%,-0.2%,8%,-16%,-4%,-7%,
O=C(CCN1C(=O)C2C3C=CC(C3)C2C1=O)N1CCN(c2ccc(F)cc2)CC1 (stereo unspecified),0.1%,-17%,-0.5%,0.2%,-0.1%,-4%,9%,0%,nt,
O=C(O)c1oc2ccccc2c1CSc1ccccn1,-0.1%,-24%,0.4%,2.0%,-0.3%,-3%,5%,-15%,-6%,
O=C(/C=C/c1ccc(Br)cc1)c1ccc(NC(=O)c2ccco2)cc1,45%,-28%,-0.1%,7.6%,-0.3%,2%,-2%,5%,-12%,
COCCCC1CCN(Cc2nc(Cc3ccccc3Cl)no2)CC1,-1.0%,8%,-0.6%,4.6%,-0.2%,-5%,9%,3%,-7%,
O=C(Nc1ccc(CN2CCOCC2)cc1)c1ccc(Br)cc1,0.5%,-26%,-1.0%,3.5%,0.2%,nt,-8%,6%,-20%,
O=C(COC(=O)c1cccc(S(=O)(=O)N2CCc3ccccc32)c1)Nc1ncc(C(F)(F)F)cc1Cl,2.0%,0%,0.2%,-1.0%,0.4%,1%,9%,6%,-20%,
O=C(c1ccccc1)C1CN(Cc2ccccc2)CCC1(O)c1ccccc1 (stereo unspecified),1.2%,6%,-1.3%,-1.3%,0.1%,-12%,27%,11%,0%,
Cn1c2c(c3ccccc31)CCSC2=O,0.2%,-17%,-0.5%,-0.3%,0.0%,-3%,22%,14%,5%,NS5 inhibitors pilot replicate=1.5
COc1ccccc1C(=O)NNC(=O)C(=O)NC(C)(C)C,16%,-1%,-0.6%,-2.8%,0.3%,6%,4%,4%,14%,
CC(C)n1c2ccccc2c2nc3ccccc3nc21,-0.5%,8%,0.5%,6.1%,0.0%,-4%,-18%,5%,-25%,
Cc1onc(-c2ccccc2)c1C(=O)N1CCC(C)CC1,-1.2%,8%,0.5%,3.0%,0.2%,-1%,8%,-2%,-7%,
Cc1ccc(C)c(OCC(=O)Nc2nc3ccc([N+](=O)[O-])cc3s2)c1,2.2%,-26%,-0.4%,37%,-0.4%,3%,7%,8%,-17%,
CCN1CCN(CCCNC(=O)CCC(=O)N2CCOc3ccccc32)CC1,0.8%,35%[20 µM],0.1%,-5.3%,0.5%,3%,-8%,-13%,-20%,
O=C(NCCCN1CCOCC1)c1ccc(-n2nc(C(F)(F)F)cc2-c2cccs2)cc1,-0.6%,-1%,-0.3%,-3.9%,0.3%,-5%,14%,-9%,16%,
COC(=O)c1ccc(NC(=O)c2cccc(OC)c2)cc1,1.0%,-10%,-0.1%,-3.0%,0.2%,-6%,5%,10%,-44%,
N#Cc1c(SCC(N)=O)nsc1SCc1ccc(Cl)cc1,-1.4%,-35%,0.3%,2.6%,-0.2%,-1%,6%,1%,-17%,
O=C(CNC(=S)NC(=O)c1ccc(F)cc1)c1ccccc1,0.3%,-14%,0.0%,5.4%,0.1%,1%,2%,-1%,-47%,
Cc1ccc([N+](=O)[O-])cc1N(CC(=O)NC1CCCC1)S(C)(=O)=O,-3.0%,5%,-0.1%,5.1%,0.6%,-9%,5%,-16%,7%,
CC(=O)Nc1ccc(S(=O)(=O)N2CCC(N3CCCCC3)CC2)cc1,-0.3%,-10%,-0.7%,-3.0%,0.6%,-12%,10%,2%,-22%,
O=C(NC1CCCC1)C(c1ccc(F)cc1)N(C(=O)Cc1cccs1)c1ccc2c(c1)OCCO2 (stereo unspecified),2.8%,-12%,-0.8%,1.9%,-0.1%,-3%,-7%,3%,2%,
CC(C)CC1(C)NC(=O)N(CC(=O)NC(=O)Nc2ccc3c(c2)OCCO3)C1=O (stereo unspecified),-0.9%,-46%,-0.2%,-3.6%,-0.2%,-10%,-14%,6%,-13%,
Cc1ccc(CNS(=O)(=O)c2c(C(=O)N3CCCCC3)c(C)n(C)c2C)o1,-1.4%,-39%,0.0%,-2.3%,-0.2%,-11%,8%,10%,15%,
O=C(NNc1ccc([N+](=O)[O-])cc1)C12CC3CC(CC(C3)C1)C2,-3.6%,7%,-0.9%,2.9%,-0.1%,-10%,-15%,-7%,6%,
O=S(=O)(c1cccc2cccnc12)N1CCN(Cc2ccc3c(c2)OCO3)CC1,-2.6%,2%,-0.1%,4.9%,0.2%,6%,-9%,-5%,-14%,
CCOc1ccccc1NC(=O)COC(=O)c1cc(C(=O)OC)cc([N+](=O)[O-])c1,-1.5%,5%,-0.3%,2.4%,-0.3%,-11%,-9%,-3%,15%,
O=C(CSc1nnc(-c2ccccc2Cl)o1)N1CCCCC1,-0.1%,-7%,-0.9%,-2.4%,-0.3%,3%,2%,-9%,-27%,
CCCC(C(=O)NCc1ccco1)N(C(=O)CNS(=O)(=O)c1ccccc1)c1ccccc1OC (stereo unspecified),-1.6%,36%,-0.3%,0.2%,0.2%,nt,-9%,-28%,5%,
COc1cc(OC)c(OC)cc1CCC(C)NC(=O)Cc1ccccc1 (stereo unspecified),-1.3%,nt,-1.3%,-4.3%,-0.1%,-12%,4%,9%,5%,
CCN=C1NN=C(c2ccc(C)cc2)CS1,-0.7%,16%,1.2%,0.8%,-0.1%,-6%,4%,-5%,34%,
CC(=O)N1CCSc2ccc(S(=O)(=O)NCc3ccccc3)cc21,-3.4%,8%,-0.7%,-2.4%,-0.1%,0%,13%,2%,34%,

# 4 compounds drawn at random from the list so far, as already listed:
SMILES,HIV peptide binding,KOR beta-arrestin-1,West Nile antiviral,KOR beta-arrestin-2,GPR55 beta-arrestin,NS5 inhibitors,GPR55 antagonists,GPR35 arrestin U2OS,NOD1 inhibition,others
O=S(=O)(c1cccc2cccnc12)N1CCN(Cc2ccc3c(c2)OCO3)CC1,-2.6%,2%,-0.1%,4.9%,0.2%,6%,-9%,-5%,-14%,
CCOc1ccccc1NC(=O)COC(=O)c1cc(C(=O)OC)cc([N+](=O)[O-])c1,-1.5%,5%,-0.3%,2.4%,-0.3%,-11%,-9%,-3%,15%,
Cc1ccc(CNS(=O)(=O)c2c(C(=O)N3CCCCC3)c(C)n(C)c2C)o1,-1.4%,-39%,0.0%,-2.3%,-0.2%,-11%,8%,10%,15%,
CC(=O)N1CCSc2ccc(S(=O)(=O)NCc3ccccc3)cc21,-3.4%,8%,-0.7%,-2.4%,-0.1%,0%,13%,2%,34%,
